# Compound activity deposited in PubChem BioAssay by Johns Hopkins Ion Channel Center.
# RGS4 inh: RGS4 inhibitors, primary screen, cell-based, HEK293 M3R inducible RGS4, calcium flux; Regulator of G-protein signaling 4 (Homo sapiens), P49798; B-score at 10 µM; Fluo-4 calcium flux; hits give high values; triggered by carbachol at its EC20; hit rate 0.45% among 310,000; AID 463165, 2010;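 active = B-score, a plate-corrected calcium signal, over three deviations above library mean, with baseline fluorescence within five deviations of library mean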;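 note: RGS4 expression induced by doxycycline in cells with stable M3 receptor; B-score is computed from the integrated fluorescence ratio over baseline after carbachol; higher B-score means a larger calcium signal and so more RGS4 inhibition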
# MrgX1 agonist: agonists of human MrgX1 receptor, primary screen, HEK293 cells, Fluo-4 calcium flux. B-score at 10 µM. Fluo-4 calcium fluorescence, agonist mode; hits give high values. AID 588627, 2011. hit rate 0.44% among 310,000;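 active = calcium response B-score plate-corrected fluorescence ratio at least 3 library SD, with starting fluorescence B-score inside 5 SD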
# Target sequence (Q96LB2 whole entry, looked up): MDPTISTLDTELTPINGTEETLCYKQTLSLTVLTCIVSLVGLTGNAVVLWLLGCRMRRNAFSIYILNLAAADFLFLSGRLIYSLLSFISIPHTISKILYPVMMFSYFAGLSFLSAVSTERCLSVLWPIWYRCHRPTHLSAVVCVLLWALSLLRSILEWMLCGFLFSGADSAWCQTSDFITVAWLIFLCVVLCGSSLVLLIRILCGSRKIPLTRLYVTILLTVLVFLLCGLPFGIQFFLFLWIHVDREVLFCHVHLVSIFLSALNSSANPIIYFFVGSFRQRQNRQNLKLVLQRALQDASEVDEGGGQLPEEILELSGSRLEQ
#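 Assay system: MrgX1-expressing HEK293 cells / Amount: fifteen thousand cells per well / Doses: test compound in the initial addition of three / Timing: cells plated overnight, dye loaded 0.5 h 37 °C, 0.5 h room temperature / Technique: kinetic calcium dye fluorescence, Fluo-4 NW / Control set: positive and negative controls per plate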
# hERG rescue: hERG rescue from dofetilide block, primary screen, cell-based, CHO-hERG, FluxOR thallium flux, dofetilide IC70 | activation (rescue from dofetilide block), less the hit threshold, % at 10 µM | dofetilide IC70 present | hit rate 0.51% among 310,000 | Voltage-gated inwardly rectifying potassium channel KCNH2 (Homo sapiens), Q12809;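 active = activation above the mean of controls blocked by dofetilide plus 5 SD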;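 note: thallium influx through hERG after potassium depolarization seen as dye fluorescence rise; in these data hits start at about 4.7%; inactives centre near -7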
# KCNQ1 pot: potentiators or activators of KCNQ1 channel, primary screen, cell-based, thallium flux, high-throughput | B-score at 10 µM | Potassium voltage-gated channel subfamily KQT member 1 (Homo sapiens), P51787 | hit rate 0.35% among 310,000 | CHO-K1 KCNQ1, thallium flux FluxOR fluorescence; hits give high values;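 active = fluorescence ratio B-score, a plate-corrected score, at least three library SD, with initial intensity B-score within 5 SD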
# Target sequence (P51787 whole entry, looked up): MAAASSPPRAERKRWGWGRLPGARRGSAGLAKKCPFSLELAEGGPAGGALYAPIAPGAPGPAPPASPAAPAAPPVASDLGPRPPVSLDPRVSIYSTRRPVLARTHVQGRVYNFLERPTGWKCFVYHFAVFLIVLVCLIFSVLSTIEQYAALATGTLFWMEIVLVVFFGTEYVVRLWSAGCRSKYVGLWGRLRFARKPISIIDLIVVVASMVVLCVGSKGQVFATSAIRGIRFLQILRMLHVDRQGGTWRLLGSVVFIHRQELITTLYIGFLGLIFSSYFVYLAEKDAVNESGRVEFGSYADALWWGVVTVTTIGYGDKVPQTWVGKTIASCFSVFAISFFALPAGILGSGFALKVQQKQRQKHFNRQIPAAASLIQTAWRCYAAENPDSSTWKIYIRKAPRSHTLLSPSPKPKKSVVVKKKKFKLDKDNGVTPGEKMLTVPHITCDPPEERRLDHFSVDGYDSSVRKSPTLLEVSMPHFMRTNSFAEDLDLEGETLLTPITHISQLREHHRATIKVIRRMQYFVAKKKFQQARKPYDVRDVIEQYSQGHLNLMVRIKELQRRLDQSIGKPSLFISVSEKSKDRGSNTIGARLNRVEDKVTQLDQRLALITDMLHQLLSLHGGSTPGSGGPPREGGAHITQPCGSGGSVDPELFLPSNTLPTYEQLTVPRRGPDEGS
#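 Medium – assay buffer, equal DMSO in all wells · Material – CHO-K1 cell line with stable KCNQ1 potassium channel expression · Signal – kinetic FluxOR thallium fluorescence, 10-s 1-Hz baseline, 110-s post-stimulus read · Compound – single concentration per compound, DMSO matched to controls · Schedule – 37 °C overnight plating, 90-min dark dye load, 20-min compound pretreatment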
# TMEM16A act: TMEM16A chloride channel activators or potentiators, primary screen, cell-based, HTS | HEK293 TMEM16A/YFP-H148Q/I152L, iodide quench fluorescence; hits give low values | B-score at 10 µM | hit rate 0.3% among 340,000;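 active = fluorescence-ratio B-score plate-corrected deviation score at least 3 library SD below zero, with starting fluorescence score within 5 deviations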;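 note: channel opened by trigger with iodide after compound preincubation; score built on the fluorescence ratio of max minus min over baseline; more negative score means more quench and so TMEM16A activation or potentiation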
# KCNK9 inh: KCNK9 potassium channel inhibitors, primary screen, HEK293 cells, thallium flux | hit rate 1.2% among 310,000 | FluxOR thallium flux fluorescence; hits give low values | B-score at 10 µM;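 active = ratio B-score over 3 SD below the library mean, with starting fluorescence within 5 SD of its mean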;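 note: negative B-score means less thallium flux so channel inhibition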
# KCNQ1 inh: inhibitors of human KCNQ1 channel, primary screen, cell-based, thallium flux, high-throughput. AID 2642, 2010. CHO-K1 KCNQ1, FluxOR thallium flux fluorescence; hits give high values. hit rate 1.3% among 310,000. B-score at 10 µM. Potassium voltage-gated channel subfamily KQT member 1 (Homo sapiens), P51787;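 active = compounds whose thallium flux B-score, printed positive for inhibition, exceeds three library SD while starting fluorescence stays within three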;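 note: channel opened by potassium depolarization with thallium stimulus after 20 min compound exposure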
# KCNK3 inh: human KCNK3 channel inhibitors, primary screen, CHO cells, FluxOR thallium flux, B-score; Potassium channel subfamily K member 3 (Homo sapiens), O14649; FluxOR fluorescence; hits give low values; B-score at 10 µM; hit rate 0.84% among 340,000; AID 602410, 2012;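 active = B-score under library mean minus 4 SD, starting fluorescence ratio at most library mean plus 5 SD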;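 note: more negative B-score means stronger inhibition of thallium flux through KCNK3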
# TMEM16A inh: TMEM16A chloride channel inhibitors, primary screen, cell-based, HTS. Anoctamin-1 (Mus musculus), Q8BHY3. HEK293 TMEM16A/YFP iodide influx fluorescence, ionomycin. normalized B-score (activity score, 25-100; higher = stronger inhibition) at 10 µM. hit rate 1.2% among 310,000;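 active = ratio plate-corrected score three or more library SD toward inhibition, starting fluorescence score within five deviations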;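 note: score derived from kinetic fluorescence span divided by baseline fluorescence per well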
# RGS4 act: RGS4 potentiators or activators, primary screen, cell-based, HEK293 M3R inducible RGS4, calcium flux | carbachol calcium flux Fluo4; hits give low values | hit rate 0.92% among 310,000 | B-score at 10 µM;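 active = B-score of the integrated calcium signal more than 4 SD below the library mean, with starting fluorescence not abnormally high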;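 note: negative B-score means reduced calcium response which marks RGS4 activation or potentiation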
#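 Detection: kinetic calcium fluorescence imaging with Fluo4-AM dye, 2 µM / Material: HEK293 cells with stable M3R and inducible RGS4 / Schedule: recording 10 s baseline at 1 Hz, 100 s post-agonist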
# MrgX1 PAM: positive allosteric modulators of MrgX1, primary screen, HEK293 cells, Fluo-4 calcium flux; B-score at 10 µM; FDSS; hits give high values; Mas-related G-protein coupled receptor member X1 (Homo sapiens), Q96LB2; hit rate 0.63% among 310,000;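 active = plate-corrected calcium response at least 3 library SD above typical, normal starting fluorescence, not activating the receptor alone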;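 note: compound read alongside a low EC10 to EC30 dose of BAM8-22 agonist; peak minus trough fluorescence over baseline measured at the second addition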
# The depositor's hits bear a star; i = inactive; . = no result given.
SMILES	RGS4 inh	MrgX1 agonist	hERG rescue	KCNQ1 pot	TMEM16A act	KCNK9 inh	KCNQ1 inh	KCNK3 inh	TMEM16A inh	RGS4 act	MrgX1 PAM
C=CCNC(=O)C(C(=O)OCC)C1CCCCC1 (centres undefined)	i	i	-2	i	i	i	i	i	i	i	i
Cc1ccc(-n2nc3c(c2NC(=O)C2CC2)CS(=O)(=O)C3)cc1	i	i	0	i	i	i	i	i	i	i	i
O=C(CN1C(=O)C(=O)c2ccccc21)c1ccc(Cl)cc1	i	i	-9	i	i	i	i	i	i	i	i
C=CCN=c1scc(-c2ccco2)n1/N=C/c1ccc(O)c(O)c1O	i	i	-16	i	i	i	i	i	i	i	i
COc1ccc(S(=O)(=O)N2CCC(N3CCN(c4ccccc4OC)CC3)CC2)cc1	i	i	-14	i	i	i	i	i	i	i	i
O=S(=O)(Nc1ccc(F)cc1)c1cccc2nsnc12	i	i	1	i	i	i	i	i	i	i	i
CC(Oc1ccc(Br)cc1Br)C(=O)NC1CCCC1 (centres undefined)	i	i	-3	i	.	i	i	.	i	i	i
COCC1CCCCN1C(=O)CCCn1nnnc1CN1CCC(C)CC1 (centres undefined)	i	i	-11	i	i	i	i	i	i	i	i
O=C(CNC(=O)c1ccc2c(=O)n3c(nc2c1)CCC3)Nc1ccc(F)c(F)c1	i	i	-14	i	i	i	i	i	i	i	i
O=C(Nc1nc(-c2ccccc2)cs1)C1CCCCN1S(=O)(=O)c1ccc(Cl)cc1 (centres undefined)	i	i	-14	i	i	i	10*	i	i	i	i
CCc1ccccc1Nc1cc(C(=O)NCc2ccccn2)c2ccccc2n1	i	i	-9	i	i	-8*	i	i	i	i	i
COC(=O)c1cccc(NC(=O)c2ccco2)c1	i	i	1	i	i	i	i	i	i	i	i
Cc1cc(Cl)ccc1NC(=S)NCc1ccccc1Cl	i	i	-9	i	i	i	i	i	i	i	i
Cc1ccc(N(CCC(=O)O)S(=O)(=O)c2ccccc2)cc1	i	i	-6	i	i	i	i	i	i	i	i
O=C(CN1CCCCCC1)N1c2ccccc2Sc2ccc(C(F)(F)F)cc21	i	i	-6	i	i	i	i	i	i	-7.9*	i
Cc1ccc(C(=O)NNC(=O)CSc2n[nH]c(-c3cccnc3)n2)cc1	i	i	-5	i	i	i	i	i	i	i	i
COc1ccc(CC(=O)N2CC(=O)N(CCc3ccccc3)C(=O)C2)cc1	i	i	-9	i	i	i	i	i	i	i	i
CSCC[C@H](N)C(=O)N1CCC(C(=O)N[C@@H](Cc2c[nH]c3ccccc23)C(=O)O)CC1	i	i	-6	i	i	i	i	i	i	i	i
COc1ccc(NC(=O)c2ccc(Br)o2)cc1	i	i	-13	i	i	i	i	i	i	i	i
CCCc1cc(=O)oc2c(CN3CCOCC3)c(O)ccc12	i	i	-3	i	i	i	i	i	i	i	i
CCOC(=O)c1[nH]c(C)c(C(=O)Nc2cc(OC)ccc2OC)c1C	i	i	-10	i	i	i	i	i	i	i	i
COc1ccc(-n2c(Cc3cccn3C)nnc2SCC(=O)Nc2nc(C)cs2)cc1	i	i	-7	i	i	i	i	i	i	i	i
c1ccc(-c2nc(NCc3cccnc3)c3ccccc3n2)cc1	i	i	-15	i	i	i	i	-9.2*	i	i	i
CC1=C/C(=N\NC(=O)c2ccccc2)CC1	i	i	-7	i	i	i	i	i	i	i	i
COc1ccc2no[n+]([O-])c2c1	i	i	-4	i	.	i	i	.	i	i	i
C/C(=N\NC(=O)c1cc(C)oc1C)c1ccc2ccccc2c1	i	i	-2	i	i	i	i	i	i	i	i
Cc1ccc(C)c(S(=O)(=O)N2CCCC2CNC(=O)C(=O)NCc2cccs2)c1 (centres undefined)	i	i	-20	i	i	i	i	i	i	i	i
Cc1cc(NC(=O)c2ccco2)c(=O)n(Cc2cccc(C(F)(F)F)c2)c1	i	i	-4	i	i	i	i	i	i	i	i
CC(C)(C)NCC(O)(c1ccc(Cl)cc1)c1ccc(Cl)cc1	i	i	-3	i	i	i	i	i	i	i	i
CC(C)c1ccc(C(C(=O)NC2CCCCC2)N(C(=O)c2ccccn2)c2cccnc2)cc1 (centres undefined)	i	i	-5	i	i	i	i	i	i	i	i

# (listing goes on)
SMILES	RGS4 inh	MrgX1 agonist	hERG rescue	KCNQ1 pot	TMEM16A act	KCNK9 inh	KCNQ1 inh	KCNK3 inh	TMEM16A inh	RGS4 act	MrgX1 PAM
CCc1c(C)sc(NC(=S)N2CCN(S(C)(=O)=O)CC2)c1C(=O)OC	i	i	-14	i	i	i	i	i	i	i	i
CN1CCCC(OC(=O)c2cccc(Br)c2)C1 (centres undefined)	i	i	-8	i	i	i	i	i	i	i	i
O=C(/C=C/c1cccnc1)c1cc(F)ccc1O	5*	i	-9	i	i	i	i	i	i	i	i
O=C(Nc1ccccc1Sc1ccccc1)c1ccccc1F	i	i	-8	i	i	i	i	i	i	i	i
CCc1cc2c(=O)c(-c3nc(C)cs3)c(CCCC(=O)O)oc2cc1O	i	i	-5	i	i	i	i	i	i	i	i
COc1cccc(CNC(=O)c2nnn(CC(=O)Nc3cccc(C)c3)c2N)c1	i	i	-2	i	i	i	i	i	i	i	i
COc1ccc(S(=O)(=O)NC2(C(F)(F)F)NC(=O)N(CCc3ccc(OC)c(OC)c3)C2=O)cc1 (centres undefined)	i	i	-8	i	i	i	i	i	i	i	i
N/C(=N\OC(=O)CCCOc1ccccc1)c1ccncc1	i	i	-5	i	i	i	i	i	i	i	i
CC1=NN(C(=O)CSCc2ccccc2)C(O)(c2ccc(F)cc2)C1 (centres undefined)	i	i	-5	i	i	-6.9*	i	-9.2*	i	i	i
Fc1ccc(F)c(NC(=S)NCCc2ccccc2)c1	i	i	-5	i	i	i	7*	i	i	i	i
COc1ccc(/C=C2\SC(=O)N(CCn3cnnn3)C2=O)cc1	i	i	-4	i	i	i	i	i	i	i	i
O=C(Nc1nnc(-c2ccc(Cl)s2)o1)C1CC1	i	i	-11	i	i	i	i	i	i	i	i
O=C(CCc1cccc(Cl)c1)N1CCCC(Nc2ccccc2)C1 (centres undefined)	i	i	-8	i	i	i	i	i	i	i	i
O=P(O)(c1ccccc1)c1ccccc1O	i	i	-4	i	i	i	i	i	i	i	i
CCOc1cc(C2NC(=O)N(C)C(C)=C2C(=O)OC)cc(Br)c1O (centres undefined)	i	i	-13	i	i	i	i	i	i	i	i
CCn1cc(C(=O)NCc2ccc3c(c2)OCO3)c(=O)c2cc(S(=O)(=O)N3CCOCC3)ccc21	i	i	-7	i	i	i	i	i	i	i	i
COC(=O)Cn1cc(C(=O)OC)cc(Br)c1=O	i	i	0	i	i	i	i	i	25*	i	i
CS(=O)(=O)N1CCN(c2ccc(NC(=O)C(c3ccccc3)c3ccccc3)cc2)CC1	i	i	-1	i	i	i	i	i	i	i	i
CC(C)CNC(=O)c1cc(-c2ccco2)on1	i	i	-10	i	i	i	i	i	i	i	i
O=C1C(=O)c2ccccc2C([O-])=C1[n+]1ccccc1	i	i	-8	i	i	i	i	i	i	i	i
Cc1ccc(C(=O)N[C@@H](C)CN2C3=NC[C@H](C)N3C[C@H]2Cc2ccc(O)cc2)cc1Br	i	.	-13	i	.	i	i	.	.	i	.
Cc1cc(C)cc(NS(=O)(=O)c2ccc3[nH]c(=O)[nH]c3c2)c1	i	i	-7	i	i	i	i	i	i	i	i
COc1ccc(CNC(=O)c2ccc(N3CCC4(CC3)CC(c3ccc(Cl)cc3)=NO4)c([N+](=O)[O-])c2)cc1	i	i	-12	i	i	i	i	i	i	i	i
COc1ccccc1/C=N\NC(=O)c1c(C)nc2ccc(Cl)cn12	i	i	-7	i	i	i	i	i	i	i	i
Cc1oc(C(C)(C)C)cc1-c1cc(NC(=O)c2ccc([N+](=O)[O-])cc2)n[nH]1	i	i	-12	i	i	i	i	i	i	i	i
Cc1ccc(-n2c(=O)c3sccc3n(CC(=O)NC3CCCCC3)c2=O)cc1	i	i	-6	i	i	i	i	i	i	i	i
O=C(/C=C/c1ccc(Cl)c(C(F)(F)F)c1)N1CCN(c2ccccn2)CC1	i	i	-7	i	i	i	i	i	i	i	i
COC(=O)c1ccccc1NC(=O)Nc1c(C)n(C)n(-c2ccccc2)c1=O	i	i	-10	i	i	i	i	i	i	i	i
O=C(CN1CCN(Cc2ccccc2)CC1)Nc1ccc(Cl)cc1	i	i	-4	i	i	i	i	i	i	i	i
COc1ccc(N(C(=O)c2ccncc2)S(=O)(=O)c2cccc([N+](=O)[O-])c2)cc1	i	i	-5	i	i	i	i	i	i	i	i

# Further records.
SMILES	RGS4 inh	MrgX1 agonist	hERG rescue	KCNQ1 pot	TMEM16A act	KCNK9 inh	KCNQ1 inh	KCNK3 inh	TMEM16A inh	RGS4 act	MrgX1 PAM
N#CN=C1CCCCCN1CC(N)=O	i	i	-13	i	i	i	i	i	i	i	i
Nc1nc(CN2CCN(Cc3ccc4c(c3)OCO4)CC2)nc(Nc2ccccc2)n1	i	i	-9	i	i	i	i	i	i	i	i
Cc1cc(NC(=O)CCCSc2nc(-c3ccco3)cc(C(F)(F)F)n2)n(-c2ccccc2)n1	i	i	-11	i	i	i	i	i	i	i	i
O=C(COc1ccc2ccccc2c1)N1CCN(C(=O)c2cccnc2)CC1	i	i	-7	i	i	i	i	i	i	i	i
